V-ATPase pH – regulators of yeast V-ATPase proton transport; S. cerevisiae, pHLuorin cytosolic pH fluorescence; response, % at 10 µM; hit rate 0.37% among 350,000; AID 504577; in the data active = response mostly above about 7.3%, no sharp cut-off; inactive = mostly below about 5.4%; note: actives read high; inactives centre near 0; some compounds called inactive have numbers as strong as hits; reference of the scale not given here
DAGLB inhibitor – diacylglycerol lipase beta (human) inhibition | Q8NCG7 | HEK293T DAGLB membrane lysate, EnzChek fluorogenic substrate | inhibition, % at 5.17 µM | hit rate 0.059% among 340,000; in the data active = inhibition above about 34%;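 note: 0% = enzyme with vehicle and 100% = wells lacking enzyme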
Arr AP2 block – inhibitors of human beta-arrestin and AP2 interaction; AID 504490; inhibition, % at 10 µM; FITC-arrestin peptide / GST-AP2 beads, flow cytometry; AP2 beta2 appendage carries R879A mutation; hit rate 0.31% among 340,000;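 active = inhibition above a set limit, near 3 SD of compounds lacking own fluorescence, cut at about 54% in these data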;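 note: plate controls were DMSO wells for no effect and 5 µM unlabelled arrestin peptide for full effect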
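System: GST-AP2 R879A glutathione beads | Also added: FITC-arrestin peptide, 50 nM | Times: 12 min plus 1 h, RT | Signal: Bead flow cytometry, FITC channel | Buffer or medium: PBS with 0.05% Tween 20 and 0.1% BSA | Read-out basis: Percent drop in bead-associated FITC signal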
HTR5A inv ag – HTR5A inverse agonism, opioid heterodimer counter-screen; hit rate 0.083% among 340,000; AID 504634; inhibition, % at 9.3 µM; HTR5A cell line, luminescence; in the data active = inhibition mostly above about 23%, no sharp cut-off; inactive = mostly below about 18%;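 note: 0% = cells with DMSO and 100% = no-cell wells with DMSO; some compounds called inactive have numbers as strong as hits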
OPRM1-OPRD1 ag – agonists of human mu-delta opioid receptor heterodimerization | P35372+P41143 | cells, OPRM1-OPRD1 heterodimerization, luminescence | activation, % at 9.3 µM | hit rate 0.3% among 340,000 | AID 504326; in the data active = activation above about 18%;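 note: 0% = vehicle-treated cells and 100% = reference agonist; values of inactives mirror those of a sister screen read the other way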
Target sequence (P35372 whole entry, looked up): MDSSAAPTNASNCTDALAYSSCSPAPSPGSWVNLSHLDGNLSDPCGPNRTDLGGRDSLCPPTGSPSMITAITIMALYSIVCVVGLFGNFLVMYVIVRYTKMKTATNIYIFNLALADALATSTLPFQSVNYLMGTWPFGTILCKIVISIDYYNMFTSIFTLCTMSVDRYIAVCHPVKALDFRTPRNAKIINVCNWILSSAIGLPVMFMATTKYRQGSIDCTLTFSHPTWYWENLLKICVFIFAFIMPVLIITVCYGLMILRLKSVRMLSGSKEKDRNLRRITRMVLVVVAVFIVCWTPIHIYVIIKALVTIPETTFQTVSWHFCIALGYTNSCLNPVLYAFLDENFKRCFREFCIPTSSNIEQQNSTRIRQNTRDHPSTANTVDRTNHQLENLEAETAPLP
Target sequence (P41143 whole entry, looked up): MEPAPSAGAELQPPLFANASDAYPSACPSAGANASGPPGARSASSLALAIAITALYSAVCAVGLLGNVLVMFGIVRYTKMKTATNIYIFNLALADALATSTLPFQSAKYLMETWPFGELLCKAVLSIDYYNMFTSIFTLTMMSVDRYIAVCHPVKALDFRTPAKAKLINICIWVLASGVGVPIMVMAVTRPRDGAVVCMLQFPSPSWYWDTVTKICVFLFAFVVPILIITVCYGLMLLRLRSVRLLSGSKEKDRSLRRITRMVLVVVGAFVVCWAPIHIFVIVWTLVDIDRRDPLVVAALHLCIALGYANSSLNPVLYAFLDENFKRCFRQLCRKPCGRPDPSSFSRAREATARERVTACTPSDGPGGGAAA
PKA-R1A activ – activators of PKA-R1A complex; AID 504707; PKA-R1A dissociation, Cy5-IP20 fluorescence polarization; scaled: DMSO 0%, 113 µM cGMP 100%; activation, % at 11.4 µM; hit rate 0.083% among 340,000;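 active = percent activation above the mean of all tested compounds plus 3 SD, cut at about 19% in these data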;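 note: higher means more PKAc released from R1A so a rise in polarization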
HTR5A ag ctr – counter-screen for OPRM1-OPRD1 agonists: human HTR5A agonism; P47898; HTR5A agonist assay, luminescence, cell-based; hit rate 0.61% among 340,000; AID 504692; activation, % at 9.3 µM; in the data active = activation mostly above about 9.5%, no sharp cut-off; inactive = mostly below about 7.6%;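 note: 0% = cells with vehicle only and 100% = reference agonist; strong numbers were not always called active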
Pemphigus Ab inh – inhibitors of pemphigus antibody binding to human desmoglein-3; P32926; DSG3-coupled beads, scFv-anti-DSG3-GFP binding, flow cytometry; active compounds read low; binding (percent of control), % at 10 µM; hit rate 0.48% among 310,000; AID 588358;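 active = binding more than 3 SD below its plate's average and above zero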;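 note: hits lower antibody fragment binding to DSG3; some compounds called inactive have numbers as strong as hits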
PKA-R2B act – PKA-R2B complex activation; P22694+P31323; PKA-R2B holoenzyme dissociation, Cy5-IP20 fluorescence polarization; R2B truncated from residue 108, S112A mutant; 0% DMSO only, 100% 113 µM cGMP; activation, % at 11.4 µM; hit rate 0.079% among 340,000;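 active = activation above a cutoff set at the mean over all compounds plus 3 SD, cut at about 18% in these data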;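 note: higher means more holoenzyme dissociation and a rise in polarization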
MOR-DOR inv ag – inverse agonists of human mu-delta opioid receptor heterodimerization; hit rate 0.21% among 340,000; inhibition, % at 9.3 µM; AID 504357; cell-based MOR-DOR heterodimer luminescence, inverse agonism; P35372+P41143; in the data active = inhibition above about 22%, passing the limit was not always enough;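 note: 0% = cells with DMSO and 100% = wells without cells with DMSO; values of inactives mirror those of a sister screen read the other way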
Active calls of the source: *; · = not tested or not shown; & = joins results of further samples.

SMILES	V-ATPase pH	DAGLB inhibitor	Arr AP2 block	HTR5A inv ag	OPRM1-OPRD1 ag	PKA-R1A activ	HTR5A ag ctr	Pemphigus Ab inh	PKA-R2B act	MOR-DOR inv ag
O=C(CN1CCN(c2ccc(F)cc2)CC1)N1N=CCC1c1ccccc1 (configuration not stated)	-3	-3	-7	0	-2.0	-2	2	106	3	12
CC1(C)CC(=O)C2=C(C1)Nc1[nH]c(=S)[nH]c(=O)c1C2c1ccccc1 (configuration not stated)	-14	3	11	-30	-1.5	-1	-1	110	-3	9
COc1cccc(NC(=S)N(CCc2c(C)[nH]c3ccccc23)Cc2ccco2)c1	-1	-5	4	8	2.9	-6	-3	102	-14	-16
CC(=O)N1CCN(C(=O)c2cccc(S(=O)(=O)N3CCN(c4ccccc4)CC3)c2)CC1	-6	-2	0	9	-2.6	2	-4	·	11	10
C=CCc1ccc(OCCCN2CCCC(C)C2)c(OC)c1 (configuration not stated)	5	2	-2	-30	-1.2	-12	-1	100	-4	7
COc1cccc(/C=N/c2nc3ccccc3[nH]2)c1O	2	1	37	-2	-1.4	-10	0	120	-14	7
CC(C)c1ccc(OCC(=O)NNC(=S)NC(=O)c2cccs2)c(Br)c1	-2	-1	50	1	-3.1	5	12*	·	-2	16
CCOc1ccc2[nH]c(=O)c(C(c3nnnn3C3CCCCC3)N3CCN(CC)CC3)cc2c1 (configuration not stated)	1	1	-8	-1	-2.6	-13	1	91	8	13
CC1(C)CC(NC(=O)Nc2ccc([N+](=O)[O-])cc2)CC(C)(C)N1	-2	1	35	-30	-2.4	-5	3	83	2	11
CCCCNC(=O)c1onc(CSc2ccccc2)c1C(=O)NCCCC	-6	-13	12	-3	6.2	-5	3	102	-9	-35
Cc1ccc(S(=O)(=O)NCC(=O)OCCOc2ccccc2F)cc1	-1	0	0	3	-2.2	-7	-1	110	-5	9
CCOc1ccc(-n2c(O)cc(=O)[nH]c2=O)cc1	-4	0	-4	-15	-0.7	6	12	103	4	4
O=C(NC1CCS(=O)(=O)C1)/C(=C/c1ccco1)NC(=O)c1ccccc1 (configuration not stated)	-2	-3	14	-14	-4.1	-15	4	98	11	21
CN1CCc2c(sc3c2c(=O)n(-c2ccccc2)c2nnc(SCc4ccc(F)cc4)n32)C1	3	-2	50	-13	-2.4	-10	4	98	-5	12
COc1ccc(CNC(=O)[C@@H]2CC=C[C@@H]3CCN(Cc4ccc(Cl)c(Cl)c4)C(=O)[C@@H]32)cc1	-1	-3	-3	12	-1.4	1	-4	106	-4	8
COc1ccccc1N1CCN(CCCN2CC(=O)N3CCCCC3C2=O)CC1 (configuration not stated)	2	-1	19	-13	-1.0	-3	1	98	-4	5
CCN(C(=O)COC(=O)c1ccc[nH]c1=O)c1cccc2ccccc12	-1	-2	-7	14	-2.8	-1	-4	94	-2	15
CCOCCCNC(=O)CN1C(=O)CSc2cc(S(=O)(=O)N3CCCCCC3)ccc21	-3	0	0	10	-2.3	-7	-3	102	-3	13
CNC(=S)NNc1ccccc1[N+](=O)[O-]	-1	1	-24	-7	3.9	-7	-2	·	2	-18
COc1ccc(OCC(=O)Nc2cc(OC)ccc2N2CCCCC2)cc1	3	-14	-8	0	1.5	-1	0	97	5	-10
CSCC[C@H](NC(=O)OC(C)(C)C)C(=O)N1CCC(C(=O)N[C@H](C(=O)O)C(C)C)CC1	0	0	-1	10	-1.1	3	7	102	-11	6
COC(=O)C1=C(C)NC(C)=C(C(=O)OCC(C)C)C1c1ccccc1[N+](=O)[O-] (configuration not stated)	·	-14	14	-1	0.3	1	4	94	10	-1
O=C1c2ccccc2S(=O)(=O)c2cc(C(=O)N(c3ccccn3)c3ccccn3)ccc21	-2	1	11	-10	1.6	-9	-1	81	10	-9
O=C(OC(C(=O)NCc1ccccc1)c1ccccc1F)c1ccco1 (configuration not stated)	-2	1	8	10	-1.4	-15	-4	95	3	8
O=C(Nc1ccon1)c1csc2ccccc12	-4	-2	3	12	-0.2	3	-4	102	4	1

Continued:
SMILES	V-ATPase pH	DAGLB inhibitor	Arr AP2 block	HTR5A inv ag	OPRM1-OPRD1 ag	PKA-R1A activ	HTR5A ag ctr	Pemphigus Ab inh	PKA-R2B act	MOR-DOR inv ag
COc1ccc(C(=O)NCc2nnc(SCC(=O)Nc3nc4ccc(C)cc4s3)o2)cc1OC	3	1	6	-23	-1.0	-5	5	101	-4	5
COC(=O)c1ccc(CSc2nnc(CNC(=O)c3ccc(OC)cc3)o2)o1	0	0	15	-15	-3.1	2	4	99	6	18
CCOc1cc(-c2noc(CCCC(=O)NC3CCCCC3)n2)ccc1OC	3	-1	-14	5	0.0	1	6	·	5	0
CN1OC(CC(=O)O)N(c2ccc(Cl)cc2)C1=O (configuration not stated)	0	2	1	16	-2.9	-7	-1	75	2	15
COc1ccc(S(=O)(=O)N2CCCCC2)cc1NC(=O)c1ccccc1	0	0	1	15	-1.2	1	-6	82	-11	8
COc1ccc(NC(=O)C[C@H]2C(=O)N(c3ccc(Br)cc3)C[C@@H]2c2ccc(OC)cc2)cc1	-2	-3	·	·	·	2	·	106	-8	·
CCOc1ccc(NS(=O)(=O)c2ccc(C(=O)NCC(c3ccccc3OC)N3CCCC3)cc2)cc1 (configuration not stated)	4	-1	-16	0	-1.8	-17	0	·	-22	12
O=C(/C=C/c1ccccc1)NC1CCS(=O)(=O)C1 (configuration not stated)	0	1	-9	-9	-1.2	-4	-1	95	-3	5
C[n+]1c2n(c3ccccc31)N=C(c1ccccc1)CS2	0&-2	0&-2	52&6	-5&5	-0.9&-1.2	0&-3	2&2	92&103	4&-11	4&7
O=c1oc(-c2ccccc2)nc2c1C1(CCCCC1)Cc1ccccc1-2	-16	0	4	19	-2.1	-14	3	95	1	11
O=C(NCC1CCCO1)C1CCC(N2C(=O)c3ccccc3C2=O)CC1 (configuration not stated)	-5	4	8	-19	2.0	-6	7	102	-2	-12
CS(=O)(=O)c1ccccc1-c1nnc(-c2ccc(Cl)cc2)o1	2	-1	0	9	-0.6	7	-3	99	-5	4
C/C(=N\O)c1cc(Cl)cc(Cl)c1O	1	-4	9	11	3.0	-10	9	·	-1	-15
CCOC(=O)c1[nH]c2ccccc2c1NC(=O)COC	-3	0	-2	-13	-1.9	-5	4	98	4	11
Cc1nn(-c2cccc(Cl)c2)c2c1C(c1ccncc1)C(C#N)=C(N)O2 (configuration not stated)	1	24	6	-8	-2.7	-4	-3	101	-5	16
COc1cccc(C(=O)NOCc2ccccc2)c1OC	-2	-1	-2	-39	-3.8	-6	14	111	6	16
Cc1cccc(NC(=S)NNC(=O)CCn2cc(C)cn2)c1	0	2	0	-3	-3.8	4	-5	102	1	20
O=C(Cc1cccs1)N[C@@H]1c2ccccc2CC[C@@H]1OCc1ccccc1	0	-5	6	-19	0.5	-1	6	102	-7	-2
CC(C)=CCN1CCC(n2nccc2NC(=O)c2ccccc2Cl)CC1	1	2	5	-21	-1.2	-1	-1	·	-2	6
COc1cc(OC)c(OC)cc1/C=C/c1cc(C(F)(F)F)[nH]c(=O)n1	-1	2	-5	-14	-1.2	4	-2	107	-8	6
CC(C)(C)OC(=O)N1CCC(c2c(C(=O)NCC3CCN(C4CCCC4)C3)cnn2-c2ccc(F)cc2)CC1 (configuration not stated)	-1	0	36	-16	-0.5	-4	4	123	4	2
COc1cc(O)c(C(CC(=O)N2CCCC(C)C2)c2ccc(N(C)C)cc2)c(OC)c1 (configuration not stated)	-1	0	-6	7	-0.4	-9	11	108	-11	2
CC1CC(C)CN(CCCCOc2ccc([N+](=O)[O-])cc2)C1 (configuration not stated)	-1	4	12	-10	-0.6	-7	3	102	-2	3
Cc1c(NC(=S)NC(=O)C(C)(C)C)cccc1[N+](=O)[O-]	-4	-2	0	1	-2.4	-8	3	110	0	13
CCOC(=O)C1=C(COC(=O)c2ccc(OC)c(S(=O)(=O)N3CCOCC3)c2)NC(=O)NC1C (configuration not stated)	1	-2	-1	9	-1.3	4	2	108	-8	5

Limited to OPRM1-OPRD1 ag, for two of the compounds above:
canonical_smiles,OPRM1-OPRD1 ag
COc1ccc(C(=O)NCc2nnc(SCC(=O)Nc3nc4ccc(C)cc4s3)o2)cc1OC,-1.0
COC(=O)c1ccc(CSc2nnc(CNC(=O)c3ccc(OC)cc3)o2)o1,-3.1

The listing continues.
SMILES	V-ATPase pH	DAGLB inhibitor	Arr AP2 block	HTR5A inv ag	OPRM1-OPRD1 ag	PKA-R1A activ	HTR5A ag ctr	Pemphigus Ab inh	PKA-R2B act	MOR-DOR inv ag
Cc1cc(OC(=O)N2CCOCC2)cc(C)c1Cl	0	-11	3	12	-2.6	3	2	104	8	14
CCCCN(C(=O)CCNC(=O)NC12CC3CC(CC(C3)C1)C2)c1c(N)n(CCCC)c(=O)[nH]c1=O	0	2	-1	-10	0.4	8	3	110	6	-2
COc1ccc(CN2C(=O)C(CC(C)C)Nc3ncnc(N4CCOCC4)c32)cc1 (configuration not stated)	-7	4	16	0	-1.7	3	1	100	-3	8
C=CCn1c(C)nc2ccccc2c1=O	1	-3	33	9	-1.4	-4	-3	103	-5	8
COc1cc(/C=N/NC(=O)c2ccc(Cl)c(S(N)(=O)=O)c2)ccc1OCC(N)=O	-1	2	3	4	-2.8	-2	-1	60	-16	14
COc1ccccc1C(=O)Nc1ccc2c(c1)CCCN2C(=O)c1ccccc1	5	-1	4	6	-1.5	6	-1	105	-8	8
O=C1CC(N2CCc3ccccc32)C(=O)N1c1ccccc1 (configuration not stated)	0	-2	32	-11	-3.2	-5	3	·	-15	16
Cc1ccc(-c2nc(C(=O)NCC3CCCO3)cc3c2[nH]c2ccccc23)cc1 (configuration not stated)	0	-10	2	-46	2.5	-2	2	101	1	-14
O=C(NCC1CCCO1)c1ccc(NC(=O)c2cccc(Br)c2)cc1 (configuration not stated)	-3	-3	-2	-3	-2.1	-12	1	94	5	10
CCOc1cc(NC(=O)c2cccs2)c(OCC)cc1NC(=O)c1ccccn1	-31	1	4	20	-3.2	6	-5	81	6	16
N#Cc1c(N)nc2c(c1N)CC(CCl)O2 (configuration not stated)	1	-1	-5	-14	-1.6	-8	5	94	-1	9
COc1ccc(C(=O)/C=C/c2ccc(OCc3ccccc3)cc2)cc1CSCC(=O)O	-3	5	28	-19	-4.1	3	-1	101	-5	14
O=C1C2C(c3ccccc3)=NN(c3ccccc3)C2C(=O)N1c1ccccc1 (configuration not stated)	0	0	-6	-4	-1.1	-13	2	100	-8	5
O=C(c1ccc(F)cc1)c1cc2ccccc2o1	-1	-8	3	1	4.8	-4	2	99	-9	-24
Cc1cc(C)cc(OCC(=O)Nc2ccc(CN3CCCCC3)cc2)c1	2	-3	17	-23	-1.8	-11	5	113	-11	9
O=C(N/N=C/c1cccnc1)c1cccc(Br)c1	3	2	-5	7	-3.7	-17	-2	116	-8	18
C=CCOc1ccc(/C=N/NC(=O)CN2CCCCC2)cc1OC	-1	1	9	18	-1.6	-3	3	114	-3	9
O=C(N/N=C/c1cccnc1)c1ccc(NC(=O)C(c2ccccc2)c2ccccc2)cc1	-1	2	2	14	-2.9	-4	-5	100	-12	17

Assay outcomes (PubChem BioAssay)
